SSB-PriA inh – inhibitors of Klebsiella pneumoniae PriA binding to SSB C-terminal tail, primary screen, biochemical, AlphaScreen. AlphaScreen SSBct-PriA binding, biotinylated peptide. inhibition, % at 33 µM. 0.6% of 430,000 active. PriA–SSB C-terminal tail interaction (Klebsiella pneumoniae); in the data active means inhibition mostly above about 37%, no sharp cut-off; inactive means mostly below about 20%;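 further: plate controls were negative control peptide for no effect and reference peptide for full effect; strong numbers were not always called active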
BoNT A protease – BoNT/A light chain protease inhibitors, primary screen, biochemical, flow cytometry, MLPCN library; inhibition, % at 10 µM; AID 588499, 2011; 0.17% of 360,000 active; Botulinum neurotoxin type A light chain protease (Clostridium botulinum A str. ATCC 3502); multiplex microsphere protease substrate cleavage; further: plate controls were buffer without enzyme for full effect and enzyme alone for no effect
3CLpro inhibitor – SARS-CoV 3CLpro protease inhibitors, primary screen, biochemical, quenched FRET | recombinant SARS-CoV 3CLpro, quenched FRET peptide cleavage | inhibition, % at 6 µM | 0.14% of 290,000 active; in the data active means inhibition above about 12%
Yp Topo-I inh – Yersinia pestis topoisomerase I inhibitors, primary screen, biochemical, cleavage product accumulation, plate reader, single point; activity, % at 10 µM; AID 504884, 2011; 0.064% of 360,000 active; Y. pestis Topo-I cleavage product accumulation; DNA topoisomerase I (Yersinia pestis CO92); in the data active means activity above about 50%, passing the limit was not always enough; inconclusive means no clear call, values can overlap the other calls; further: inactives centre near 2
Anthrax LF prot – Bacillus anthracis LF protease inhibitors, primary screen, biochemical, multiplex microsphere, MLPCN library; inhibition, % at 10 µM; multiplex microsphere protease cleavage assay; 0.12% of 360,000 active; AID 588501, 2011; further: plate controls were buffer without enzyme for full effect and enzyme alone for no effect
Target sequence (P15917 whole entry, looked up): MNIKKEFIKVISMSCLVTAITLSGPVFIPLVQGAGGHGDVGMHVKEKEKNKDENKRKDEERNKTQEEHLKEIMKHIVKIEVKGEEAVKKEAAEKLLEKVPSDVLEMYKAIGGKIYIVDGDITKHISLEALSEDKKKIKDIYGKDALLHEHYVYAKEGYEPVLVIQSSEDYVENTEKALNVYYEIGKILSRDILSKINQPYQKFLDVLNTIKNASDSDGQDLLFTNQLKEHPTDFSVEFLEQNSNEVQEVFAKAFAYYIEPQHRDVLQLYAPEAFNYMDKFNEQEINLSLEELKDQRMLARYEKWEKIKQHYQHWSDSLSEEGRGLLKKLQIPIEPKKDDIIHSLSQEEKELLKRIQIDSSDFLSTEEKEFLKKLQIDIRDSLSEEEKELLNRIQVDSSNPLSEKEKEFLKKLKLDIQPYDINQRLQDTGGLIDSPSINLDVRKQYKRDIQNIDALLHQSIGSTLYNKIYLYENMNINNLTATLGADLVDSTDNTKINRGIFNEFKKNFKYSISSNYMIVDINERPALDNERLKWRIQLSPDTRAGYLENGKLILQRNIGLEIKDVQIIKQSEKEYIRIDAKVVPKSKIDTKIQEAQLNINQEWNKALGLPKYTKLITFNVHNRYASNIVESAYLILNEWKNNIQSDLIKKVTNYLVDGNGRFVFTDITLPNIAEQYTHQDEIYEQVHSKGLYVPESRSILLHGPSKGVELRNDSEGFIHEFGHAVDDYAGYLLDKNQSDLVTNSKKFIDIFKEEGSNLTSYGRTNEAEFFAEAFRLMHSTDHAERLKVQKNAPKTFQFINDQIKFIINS
PfHsp40 rescue – rescue of yeast from PfHsp40 toxicity, primary screen, S. cerevisiae, ATP luminescence. growth rescue, % at 12.5 µM. 0.68% of 340,000 active. S. cerevisiae expressing PfHsp40, growth rescue; in the data active means growth rescue above about 28%, passing the limit was not always enough; inconclusive means no clear call, values can overlap the other calls;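 further: yeast W303a lacking pdr1 and pdr3 grown in galactose medium; growth measured after three days at 30 °C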
Vc quorum ag – inducers of Vibrio cholerae quorum light production without autoinducers, primary screen, BH1578 luxS cqsA deficient, single point; AID 588436, 2011; activation, % at 18.7 µM; V. cholerae BH1578 lux reporter, luminescence, 6 h; 0.16% of 350,000 active; in the data active means activation mostly above about 9.7%, no sharp cut-off; inconclusive means no clear call, values can overlap the other calls; inactive means mostly below about 3.7%; further: not every result past the cut was called active; inactives centre near 0; reference of the scale not given here
TcdB GH inh – TcdB glycohydrolase inhibitors, primary screen, biochemical, single point, plate reader; Toxin B (Clostridioides difficile), P18177; TcdB glycohydrolase enzymatic assay; inhibition, % at 9.99 µM; 0.24% of 350,000 active; in the data active means inhibition above about 10%
PrPC TRFRET – inhibitors of human cell surface prion protein PrPC, primary screen, cell-based, TR-FRET; Major prion protein (Homo sapiens), P04156; TR-FRET read-out; inhibition, % at 13.8 µM; 0.43% of 370,000 active; AID 720596, 2013; in the data active means inhibition above about 24%; further: 0% = median of the test wells and 100% = reference compound wells
Numbers without * were called inactive. Unless noted, no stated cut-off is given here; in the data, active means inhibition above about 30%; inconclusive means no clear call, values can overlap the other calls; inactive means below that.

CCc1ccc(OCc2nnc(SCC(=O)NC3CCCCC3)o2)cc1 was read as SSB-PriA inh -17.0, BoNT A protease -0.7, 3CLpro inhibitor 3.4, Yp Topo-I inh 24.3, Anthrax LF prot -13.9, PfHsp40 rescue 0.4, Vc quorum ag inactive, TcdB GH inh -0.3 and PrPC TRFRET 9.2.
Screening Cc1cc(=O)n2nc(N3CCCC3C(=O)NCCCN3CC(C)CC(C)C3)sc2n1 (stereo unspecified) returned SSB-PriA inh -5.8, BoNT A protease 0.7, 3CLpro inhibitor -4.8, Yp Topo-I inh 2.4, Anthrax LF prot 2.7, PfHsp40 rescue -0.9 and PrPC TRFRET -1.7.
`CCOC(=O)CCCCC(=O)c1[nH]c(=O)[nH]c1Cn1ccnc1` gave SSB-PriA inh -3.9, BoNT A protease 0.0, 3CLpro inhibitor 10.3, Yp Topo-I inh 0.0, Anthrax LF prot 2.8, PfHsp40 rescue -0.2, Vc quorum ag inactive and PrPC TRFRET -3.6.
`Cc1[nH]c2ccccc2c1/C=N/O` gave BoNT A protease 0.1, 3CLpro inhibitor 1.9, Yp Topo-I inh -0.4, Anthrax LF prot 6.2, PfHsp40 rescue -2.1, Vc quorum ag -0.2 and PrPC TRFRET -5.2.
CN(c1ccccc1C(=O)Nc1ccccc1C(=O)NCc1ccco1)S(C)(=O)=O was read as SSB-PriA inh -17.5, BoNT A protease 0.0, 3CLpro inhibitor 0.4, Yp Topo-I inh 1.6, Anthrax LF prot -6.6, PfHsp40 rescue 3.8, Vc quorum ag inactive and PrPC TRFRET -0.5.
Screening CCN(CC)C(=O)[C@H]1C[C@H](CC(=O)NCCCOC)C(=O)N2CCc3c([nH]c4cc(CCC(=O)N(C)C)ccc34)[C@]12C returned SSB-PriA inh -17.1, BoNT A protease -0.2, Yp Topo-I inh -4.9, Anthrax LF prot -5.6, PfHsp40 rescue 1.2, Vc quorum ag inactive, TcdB GH inh 0.9 and PrPC TRFRET -6.6.
`N=C1C(c2nc3ccccc3s2)=C(O)CN1Cc1ccccc1` gave SSB-PriA inh -21.2, BoNT A protease -0.3, 3CLpro inhibitor -5.5, Yp Topo-I inh -2.8, Anthrax LF prot -1.7, PfHsp40 rescue -0.9, Vc quorum ag inactive and PrPC TRFRET 24.1.
`O=C(CSc1ncnc2nc[nH]c12)c1ccccc1` gave SSB-PriA inh -5.5, BoNT A protease -0.5, 3CLpro inhibitor 0.0, Yp Topo-I inh 4.8, Anthrax LF prot 2.0, PfHsp40 rescue 2.6, Vc quorum ag 0.2 and PrPC TRFRET 8.5.
CC(C)Oc1ccc(CNC2CCOC(C)(C)C2)cc1 (stereo unspecified) was read as SSB-PriA inh 1.6, BoNT A protease 1.6, 3CLpro inhibitor -4.4, Yp Topo-I inh -5.6, Anthrax LF prot 1.3, PfHsp40 rescue 0.3, Vc quorum ag inactive and PrPC TRFRET 3.1.
For CC(=O)c1ccc2c(c1)CC1(C2)Cc2cc3c(cc2C1)C(=O)CC3 (stereo unspecified) the results were SSB-PriA inh -11.4, BoNT A protease 0.0, Yp Topo-I inh 46.4, Anthrax LF prot 0.8, PfHsp40 rescue 0.3, Vc quorum ag -0.8, TcdB GH inh 1.6 and PrPC TRFRET 22.8.
CC(=O)N1N=C(c2ccccc2)OC1c1ccc([N+](=O)[O-])s1 (stereo unspecified) was read as SSB-PriA inh -15.3, BoNT A protease 0.5, 3CLpro inhibitor -4.1, Yp Topo-I inh -10.1, Anthrax LF prot -0.1, PfHsp40 rescue -1.4 and Vc quorum ag -0.2.
For CC(C)N(C(=O)C[n+]1ccsc1N)c1ccccc1 the results were SSB-PriA inh 1.9, BoNT A protease 0.7, 3CLpro inhibitor -1.7, Yp Topo-I inh -1.0, Anthrax LF prot -0.7, PfHsp40 rescue 1.0, Vc quorum ag -0.8, TcdB GH inh 1.0 and PrPC TRFRET 2.6.
`O=C(Nc1ccc(N2CCOCC2)cc1N1CCOCC1)c1ccc(Br)cc1` gave SSB-PriA inh -25.0, BoNT A protease -0.5, 3CLpro inhibitor 0.2, Yp Topo-I inh -4.7, Anthrax LF prot -1.8, PfHsp40 rescue 1.1, Vc quorum ag -0.7, TcdB GH inh 0.0 and PrPC TRFRET -5.4.
For CN1C(=S)SC(N2OC3C(=O)N(c4ccccc4)C(=O)C3C2c2ccc(Cl)cc2)C1(C)C (stereo unspecified) the results were SSB-PriA inh 4.3, BoNT A protease -0.3, 3CLpro inhibitor 0.6, Yp Topo-I inh 11.2, Anthrax LF prot 0.2, PfHsp40 rescue 0.8, Vc quorum ag -0.3 and PrPC TRFRET 3.5.
`Cc1nc(-c2cccc(S(=O)(=O)N3CCCC(C)C3)c2)cs1` (stereo unspecified) gave SSB-PriA inh -19.4, BoNT A protease -0.4, 3CLpro inhibitor 4.2, Yp Topo-I inh 13.8, Anthrax LF prot -3.7, PfHsp40 rescue 0.6, Vc quorum ag 1.1 and PrPC TRFRET 3.1.
`O=C(O)CNc1ccc(S(=O)(=O)C(F)(F)F)cc1[N+](=O)[O-]` gave SSB-PriA inh -1.3, BoNT A protease 0.2, 3CLpro inhibitor 5.3, Yp Topo-I inh 3.8, Anthrax LF prot -0.3, PfHsp40 rescue -0.9, Vc quorum ag -0.3, TcdB GH inh 1.1 and PrPC TRFRET -8.9.
N#Cc1c(-c2ccc([N+](=O)[O-])cc2)nc2n(c1=O)CCS2 was read as SSB-PriA inh -2.4, BoNT A protease -1.0, 3CLpro inhibitor 2.8, Yp Topo-I inh -0.4, Anthrax LF prot -8.3, PfHsp40 rescue -1.1, Vc quorum ag inactive, TcdB GH inh -0.7 and PrPC TRFRET -100.1.
`COc1ccc(-c2ccccc2)cc1NCc1ccc(OC)c(OC)c1` gave SSB-PriA inh 25.5, BoNT A protease -0.6, 3CLpro inhibitor 2.8, Yp Topo-I inh 17.1, Anthrax LF prot -0.4, PfHsp40 rescue 2.3, Vc quorum ag -0.4 and PrPC TRFRET -1.7.
Screening Cc1cc(NC(=O)COC(=O)c2ccccc2Cl)no1 returned SSB-PriA inh -10.3, Yp Topo-I inh 4.8, PfHsp40 rescue -0.3, Vc quorum ag 0.9, TcdB GH inh 1.4 and PrPC TRFRET -6.1.
For COc1ccc(CCNC(=O)CSc2nnc(-c3ccc(F)cc3)o2)cc1OC the results were SSB-PriA inh -3.2, BoNT A protease 0.0, 3CLpro inhibitor -2.3, Yp Topo-I inh -2.3, Anthrax LF prot -7.1, PfHsp40 rescue 0.1, Vc quorum ag -1.7, TcdB GH inh 0.8 and PrPC TRFRET 8.6.

Next section; it opens with the 2 that closed the last part.
Screening Cc1cc(NC(=O)COC(=O)c2ccccc2Cl)no1 returned SSB-PriA inh -10.3, Yp Topo-I inh 4.8, PfHsp40 rescue -0.3, Vc quorum ag 0.9, TcdB GH inh 1.4 and PrPC TRFRET -6.1.
For COc1ccc(CCNC(=O)CSc2nnc(-c3ccc(F)cc3)o2)cc1OC the results were SSB-PriA inh -3.2, BoNT A protease 0.0, 3CLpro inhibitor -2.3, Yp Topo-I inh -2.3, Anthrax LF prot -7.1, PfHsp40 rescue 0.1, Vc quorum ag -1.7, TcdB GH inh 0.8 and PrPC TRFRET 8.6.
`COc1ccc(/C=C/C(=O)NCC(=O)N/N=C(/CCC(=O)O)c2ccccc2)cc1` gave BoNT A protease 1.1, 3CLpro inhibitor -0.3, Yp Topo-I inh -0.8, Anthrax LF prot -2.9, PfHsp40 rescue 5.1, Vc quorum ag -0.4, TcdB GH inh -0.2 and PrPC TRFRET 5.0.
For Cc1ccc(/C=C2\SC(=S)N(CCCC(=O)NNC(=O)c3ccccc3O)C2=O)cc1 the results were SSB-PriA inh -1.7, BoNT A protease -0.8, 3CLpro inhibitor 3.0, Yp Topo-I inh 0.5, Anthrax LF prot 5.4, PfHsp40 rescue -0.6, Vc quorum ag -0.4, TcdB GH inh 0.9 and PrPC TRFRET 0.0.
COc1ccc2c(c1)C(=O)C(=O)N2CC1COc2ccccc2O1 (stereo unspecified) was read as SSB-PriA inh 8.5, BoNT A protease 1.9, 3CLpro inhibitor 34.9*, Yp Topo-I inh 3.0, Anthrax LF prot -0.8, PfHsp40 rescue 0.9, Vc quorum ag inactive, TcdB GH inh 0.8 and PrPC TRFRET -9.6.
Screening CCN=C1S/C(=C\c2ccc(N3CCOCC3)cc2C)C(=O)N1CC returned SSB-PriA inh -12.6, BoNT A protease 0.6, 3CLpro inhibitor -1.1, Yp Topo-I inh 11.3, Anthrax LF prot -2.0, PfHsp40 rescue 1.4, Vc quorum ag -0.2, TcdB GH inh 1.1 and PrPC TRFRET -8.8.
Screening Cc1ccc(-c2ccc(CN3C(C)C(=O)N(Cc4cn(CCC5OCCCO5)nn4)CCS3(=O)=O)cc2)cc1 (stereo unspecified) returned BoNT A protease 0.1, Yp Topo-I inh -0.4, Anthrax LF prot -3.8, Vc quorum ag -0.4, TcdB GH inh 1.3 and PrPC TRFRET 2.3.
For CC(C)c1nnc(NC(=O)C2CCN(c3nc4ccccc4s3)CC2)s1 the results were SSB-PriA inh -10.3, BoNT A protease 0.0, 3CLpro inhibitor 0.2, Yp Topo-I inh 8.9, Anthrax LF prot 1.5, PfHsp40 rescue -0.3, Vc quorum ag -0.1 and PrPC TRFRET -7.0.
`Cc1cccc(C)c1OCCSc1n[nH]c(N)n1` gave SSB-PriA inh -11.3, BoNT A protease 0.1, 3CLpro inhibitor -2.7, Yp Topo-I inh 3.1, Anthrax LF prot -3.0, PfHsp40 rescue 1.1, Vc quorum ag -0.6 and PrPC TRFRET 7.1.
For CCc1ccc(/C=C/C(=O)c2cc(Br)ccc(=O)c2O)cc1 the results were SSB-PriA inh 6.5, BoNT A protease 1.8, 3CLpro inhibitor 4.0, Yp Topo-I inh -5.2, Anthrax LF prot -1.9, PfHsp40 rescue inconclusive and PrPC TRFRET -7.6.
Cc1cc(NC(=O)c2c(Br)c(C)nn2C)no1 was read as SSB-PriA inh -7.5, BoNT A protease 0.2, 3CLpro inhibitor -3.9, Yp Topo-I inh 0.1, Anthrax LF prot -0.3, PfHsp40 rescue 0.6, Vc quorum ag -0.3 and PrPC TRFRET 4.5.
Screening CCN(CC)S(=O)(=O)c1ccc(N2CCN(c3ccccc3OC)CC2)c(N)c1 returned SSB-PriA inh 3.1, BoNT A protease 1.5, 3CLpro inhibitor 3.5, Yp Topo-I inh 28.1, Anthrax LF prot 2.4, PfHsp40 rescue -0.6, Vc quorum ag -0.5, TcdB GH inh -7.5 and PrPC TRFRET 21.9.
Screening Cc1ccc(-n2nnnc2SCc2ccc(C(=O)O)cc2)cc1C returned SSB-PriA inh -2.7, BoNT A protease 1.1, 3CLpro inhibitor 1.4, Yp Topo-I inh 2.2, Anthrax LF prot -7.8, PfHsp40 rescue -1.4, Vc quorum ag inactive, TcdB GH inh -2.1 and PrPC TRFRET 2.0.
CCOC(=O)C1CCCN(Cc2ccccc2OCC)C1 (stereo unspecified) was read as SSB-PriA inh 1.3, BoNT A protease 2.7, 3CLpro inhibitor 3.1, Yp Topo-I inh 5.4, Anthrax LF prot -4.1, PfHsp40 rescue -1.4, Vc quorum ag -0.2 and PrPC TRFRET 5.0.
`CCNC(=O)C1CCCN(C(=O)c2cccc(OC(F)(F)F)c2)CC1` (stereo unspecified) gave BoNT A protease -0.4, Yp Topo-I inh -1.8, Anthrax LF prot -3.5, Vc quorum ag inactive, TcdB GH inh 0.3 and PrPC TRFRET -0.8.
`O=CN1N=C(c2ccccc2)CC1c1ccc(Cl)cc1` (stereo unspecified) gave SSB-PriA inh -1.3, BoNT A protease 1.4, 3CLpro inhibitor -1.2, Yp Topo-I inh -3.2, Anthrax LF prot 2.8, PfHsp40 rescue -0.2, Vc quorum ag inactive, TcdB GH inh 0.9 and PrPC TRFRET 8.2.

Only part of the results is shown; the hit share may differ from the screen's.
